Bioassay records deposited in PubChem BioAssay by The Scripps Research Institute Molecular Screening Center.
PKA-R1A_activ – activators of PKA-R1A holoenzyme, primary screen, biochemical, fluorescence polarization, Cy5-IP20, bovine R1A, mouse PKAc; PKA-R1A dissociation; scaled: DMSO 0%, 113 µM cGMP 100%; 340,000 compounds, 0.083% hits; AID 504707, 2011; activation, % at 11.4 µM;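 active = percent activation above the mean of all tested compounds plus 3 SD, cut at about 19% in these data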;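 note: higher means more PKAc released from R1A so a rise in polarization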
PKA-R2B_act – activators of PKA-R2B holoenzyme, primary screen, biochemical, fluorescence polarization, Cy5-IP20, human; PKA-R2B holoenzyme dissociation; R2B truncated from residue 108, S112A mutant; 0% DMSO only, 100% 113 µM cGMP; activation, % at 11.4 µM; 340,000 compounds, 0.079% hits; AID 504700, 2011;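 active = activation above a cutoff set at the mean over all compounds plus 3 SD, cut at about 18% in these data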;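 note: higher means more holoenzyme dissociation and a rise in polarization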
DAGLB_inhibitor – DAGLB lipase inhibitors, primary screen, biochemical, fluorescence, HTS | Diacylglycerol lipase-beta (Homo sapiens), Q8NCG7 | HEK293T DAGLB membrane lysate, EnzChek fluorogenic substrate | inhibition, % at 5.17 µM | 340,000 compounds, 0.059% hits | AID 504411, 2011; in the data active = inhibition above about 34%;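 note: 0% = enzyme with vehicle and 100% = wells lacking enzyme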
phage_Ecoli_inh – growth loss of phage-infected E. coli, primary screen, RecBCD inhibitor project, absorbance, with phage, HTS. inhibition, % at 11.9 µM. 360,000 compounds, 0.26% hits. AID 651602, 2012; in the data active = inhibition above about 11%
Starred values were filed as active, the others as inactive.

SMILES PKA-R1A_activ PKA-R2B_act DAGLB_inhibitor phage_Ecoli_inh
C[C@H](CO)N1C[C@H](C)[C@H](CN(C)C(=O)c2ccc(N3CCN(C)CC3)cc2)OCc2cnnn2CCCC1=O -13 10 -3 2.8
COc1ccccc1C#CC1=CC(=O)C[C@H](c2ccc(F)cc2)C1 -6 -6 -6 -1.3
Nc1ccccc1-c1nc2ccncc2[nH]1 0 6 1 2.5
Cc1ccc(Cl)cc1NCN1C(=O)c2ccccc2C1=O 1 -6 -3 3.2
COc1ccccc1C(=O)NC(=O)COC(=O)c1cnccn1 4 1 1 4.9
COc1cc2c(=O)n(C)c3ccccc3c2cc1OC -2 -8 0 3.0
O=S1(=O)C[C@@H](N2CCC(Cc3ccccc3)CC2)[C@H](COCc2ccccc2)N1 2 9 -10 1.8
O=C(O)C1CCN(C(=O)c2ccc(S(=O)(=O)N3CCCCCC3)cc2)CC1 6 -8 -3 1.6
Cc1cc(OCC(=O)OCC(=O)N2CCCc3ccccc32)ccc1Cl -13 -7 -7 1.8

Reprinted at random: two records from the list, in no set order.
SMILES PKA-R1A_activ PKA-R2B_act DAGLB_inhibitor phage_Ecoli_inh
Nc1ccccc1-c1nc2ccncc2[nH]1 0 6 1 2.5
COc1cc2c(=O)n(C)c3ccccc3c2cc1OC -2 -8 0 3.0

In the list so far, these contain an aryl methoxy group:
SMILES PKA-R1A_activ PKA-R2B_act DAGLB_inhibitor phage_Ecoli_inh
COc1ccccc1C#CC1=CC(=O)C[C@H](c2ccc(F)cc2)C1 -6 -6 -6 -1.3
COc1ccccc1C(=O)NC(=O)COC(=O)c1cnccn1 4 1 1 4.9
COc1cc2c(=O)n(C)c3ccccc3c2cc1OC -2 -8 0 3.0

Among those listed so far, these have sulfur.
SMILES PKA-R1A_activ PKA-R2B_act DAGLB_inhibitor phage_Ecoli_inh
O=S1(=O)C[C@@H](N2CCC(Cc3ccccc3)CC2)[C@H](COCc2ccccc2)N1 2 9 -10 1.8
O=C(O)C1CCN(C(=O)c2ccc(S(=O)(=O)N3CCCCCC3)cc2)CC1 6 -8 -3 1.6

A portion of the library; the hit share may differ from the screen's.
